MBD2 inh = inhibitors of MBD2 binding to methylated DNA, primary screen, biochemical, TR-FRET, DNA-binding domain, human. Methyl-CpG-binding domain protein 2 (Homo sapiens), Q9UBB5. MBD2 binding to methylated oligonucleotide. inhibition, % at 4.4 µM. hit rate 0.31% among 370,000; in the data active = inhibition above about 13%
Target sequence (Q9UBB5 whole entry, looked up, the tested form may be a part): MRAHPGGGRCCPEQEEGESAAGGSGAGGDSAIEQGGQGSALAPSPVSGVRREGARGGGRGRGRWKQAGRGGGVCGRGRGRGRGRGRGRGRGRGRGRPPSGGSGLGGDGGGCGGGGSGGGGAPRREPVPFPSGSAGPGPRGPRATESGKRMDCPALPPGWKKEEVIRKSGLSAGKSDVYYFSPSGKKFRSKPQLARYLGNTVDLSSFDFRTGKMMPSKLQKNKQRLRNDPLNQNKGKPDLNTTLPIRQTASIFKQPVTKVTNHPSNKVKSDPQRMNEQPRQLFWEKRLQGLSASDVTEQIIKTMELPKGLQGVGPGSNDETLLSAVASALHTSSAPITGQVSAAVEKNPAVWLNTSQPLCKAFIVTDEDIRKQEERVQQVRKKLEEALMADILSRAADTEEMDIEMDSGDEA
Tn7 DDE FP = inhibitors of Tn7 peptide binding to fibrin DD(E), primary screen, biochemical, fluorescence polarization, human fibrin, Tn7 probe; hit rate 0.13% among 370,000; FP displacement of FITC-Tn7 peptide from fibrin DD(E); 0% = median of compound wells per plate; inhibition, % at 8.3 µM; Fibrinogen beta chain (Homo sapiens), P02675;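 active = inhibition above the mean of compounds falling within the control limits plus 3 SD of them, cut at about 14% in these data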;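 note: 0% = plate median of compound wells and 100% = 10 µM Aha-Tn7 peptide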
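Test system – human fibrin DD(E) · Times – 10 min preincubation, 3 h with tracer, room temperature · Detection – fluorescence polarization of the labelled Tn7 tracer · Measure – percent inhibition normalized to high-control wells · Benchmarks – high control wells with 10 µM unlabelled Aha-Tn7 peptide (full inhibition) · Repeats – singlicate testing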
UHRF1 binding = UHRF1 methylated DNA binding inhibitors, primary screen, counter-screen for MBD2 inhibitor project, biochemical, TR-FRET, human UHRF1, single concentration | E3 ubiquitin-protein ligase UHRF1 (Homo sapiens), Q96T88 | UHRF1 binding to methylated oligo | inhibition, % at 4.4 µM | hit rate 0.75% among 370,000 | AID 687016, 2013; in the data active = inhibition above about 21%;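 note: UHRF1 SRA domain binding a hemimethylated CpG hairpin DNA probe; 0% = median of test compound wells and 100% = reference inhibitor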
ASAP1 GAP inh = inhibitors of human ASAP1 ArfGAP activity, primary screen, biochemical, fluorescence polarization; Arf-GAP with SH3 domain, ANK repeat and PH domain-containing protein 1 (Homo sapiens), …; ASAP1-stimulated ARF1 GTP hydrolysis, GDP FP detection; inhibition, % at 16.5 µM; hit rate 0.19% among 360,000; in the data active = inhibition above about 25%;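 note: 0% = vehicle with enzyme and substrate and 100% = no enzyme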
Target sequence (Q9ULH1 325-724 limits assumed): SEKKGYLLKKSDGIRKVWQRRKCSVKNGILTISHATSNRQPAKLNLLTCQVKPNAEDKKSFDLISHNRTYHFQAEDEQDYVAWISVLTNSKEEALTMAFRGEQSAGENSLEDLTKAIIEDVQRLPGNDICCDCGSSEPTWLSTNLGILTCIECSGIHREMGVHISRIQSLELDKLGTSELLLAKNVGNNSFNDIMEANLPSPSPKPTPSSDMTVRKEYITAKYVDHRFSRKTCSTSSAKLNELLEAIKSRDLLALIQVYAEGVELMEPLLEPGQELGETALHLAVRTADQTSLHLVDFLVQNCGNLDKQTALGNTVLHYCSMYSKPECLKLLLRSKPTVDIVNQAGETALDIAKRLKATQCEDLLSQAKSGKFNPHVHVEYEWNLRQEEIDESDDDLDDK
ADAM17 inh = ADAM17 inhibitors, primary screen, biochemical, QFRET | Disintegrin and metalloproteinase domain-containing protein 17 (Homo sapiens), P78536 | recombinant ADAM17, EDANS/DABCYL FRET peptide cleavage | inhibition, % at 6.95 µM | hit rate 0.83% among 370,000;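 active = inhibition above the mean of compounds lying between control limits plus 3 SD, set per campaign, cut at about 8.5% in these data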;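 note: 0% = DMSO-only wells as the low control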
Tn6 DDE FP = inhibitors of Tn6 peptide binding to fibrin DD(E), primary screen, biochemical, fluorescence polarization, human fibrin, Tn6 probe; Fibrin DD(E) TRITC-Tn6 fluorescence polarization displacement; inhibition, % at 8.3 µM; hit rate 0.21% among 370,000; AID 720509, 2013;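 active = inhibition above a per-campaign cutoff: mean of compounds within control limits plus 3 SD, cut at about 15% in these data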;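 note: 0% = median of all compound wells on the plate and 100% = blocking peptide control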
KLK7 zymogen act = proKLK7 zymogen activators, primary screen, biochemical, fluorescence intensity | purified proKLK7, EDANS-DABCYL substrate fluorescence; 100% is mature enzyme control, 0% vehicle | Kallikrein-7 (Homo sapiens), P49862 | hit rate 0.9% among 370,000 | activation, % at 7 µM;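 active = activation above the mean of all tested compounds plus 3 SD, computed per campaign excluding outliers beyond control limits, cut at about 13% in these data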
PLCb3 inh = human PLC-beta3 inhibitors, primary screen, biochemical, fluorescence | 1-phosphatidylinositol 4,5-bisphosphate phosphodiesterase beta-3 (Homo sapiens), Q01970 | Purified PLC-beta3, fluorogenic substrate | inhibition, % at 12.2 µM | hit rate 0.18% among 370,000 | AID 720704, 2013; in the data active = inhibition above about 11%;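 note: 0% = median of compound wells on plate and 100% = full blocker control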
ARFGAP1 inh = inhibitors of rat ARFGAP1 GAP activity, primary screen, biochemical, fluorescence polarization, GDP tracer; ADP-ribosylation factor GTPase-activating protein 1 (Rattus norvegicus), Q62848; Arfgap1-stimulated ARF1 GTP hydrolysis, GDP FP detection; inhibition, % at 16.5 µM; hit rate 0.26% among 360,000;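 active = inhibition above a per-plate limit, mean inhibition of low control wells plus 3 SD, cut at about 25% in these data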;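 note: 0% = DMSO wells with enzyme and 100% = wells lacking Arfgap1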
Target sequence (Q62848 1-136 limits assumed): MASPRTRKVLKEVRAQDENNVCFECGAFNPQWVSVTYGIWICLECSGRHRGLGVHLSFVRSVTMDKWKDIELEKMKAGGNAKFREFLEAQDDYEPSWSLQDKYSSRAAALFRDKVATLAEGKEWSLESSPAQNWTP
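Repeats: one replicate per compound; assay system: rat Arfgap1 catalytic domain, aa 1-136; times: enzyme reaction 120 min at 25 °C after 20 min preincubation; detection: FP of antibody-bound GDP Alexa 633 tracer, ex 620/em 688 nm; benchmarks: high control wells lacking Arfgap1, low control full reaction with DMSO; reagent: human ARF1(Δ1-17)-GTP substrate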
PLC-gamma1 inh = PLC-gamma1 enzyme inhibitors, primary screen, biochemical, fluorescence, purified enzyme; 1-phosphatidylinositol 4,5-bisphosphate phosphodiesterase gamma-1 (Homo sapiens), P19174; inhibition, % at 12.2 µM; fluorogenic substrate; hit rate 0.84% among 370,000; AID 720700, 2013; in the data active = inhibition above about 9.5%
An asterisk follows results filed as active; i = inactive; . = not tested or not shown.

item	SMILES	MBD2 inh	Tn7 DDE FP	UHRF1 binding	ASAP1 GAP inh	ADAM17 inh	Tn6 DDE FP	KLK7 zymogen act	PLCb3 inh	ARFGAP1 inh	PLC-gamma1 inh
1	COCOCCn1cc(CN2CCS(=O)(=O)N(Cc3ccc(-c4ccc(Cl)cc4)cc3)C(C(C)C)C2=O)nn1 (stereo not given)	-1	-7	-3	-1	3	1	0.1	3	4	3
2	Cc1ccc(S(=O)(=O)CCC(=O)OCC(=O)c2c(N)n(CC(C)C)c(=O)n(C)c2=O)cc1	-6	-9	1	10	1	0	0.0	-2	-6	2
3	Cc1onc(C(=O)N2CCN(C(c3ccccc3)c3ccccc3)CC2)c1Br	2	-5	-3	.	4	1	.	3	.	2
4	Cc1ccc(S(=O)(=O)CC(=O)Nc2nc(-c3ccccc3)cs2)cc1	2	-1	-2	-3	6	9	0.1	3	-2	4
5	CC1(C)C(c2cccs2)=[N+]([O-])C2(CCCCC/C2=N\NC(N)=S)N1O (stereo not given)	5	-3	-3	9	-5	-2	-0.3	0	4	-1
6	Cc1cccc(C)c1NC(=S)N/N=C/c1ccc(C(=O)O)cc1	-8	5	-2	-7	3	-2	0.3	-3	1	1
7	CC(C)(C)Oc1ncc(Br)c(OC(C)(C)C)n1	3	8	0	-7	-4	8	0.3	0	12	1
8	COC(=O)c1sccc1NC(=O)NC1CCCCC1	5	-6	0	-2	-8	-5	-1.1	-9	7	3
9	CC(C)C(=O)N(Cc1ccccc1)S(=O)(=O)c1ccc2c(c1)oc(=O)n2C	-3	-6	1	2	4	1	-0.1	8	5	1
10	O=C(O)c1ccccc1NS(=O)(=O)c1ccc2c3c(cccc13)C(=O)N2	-2	-3	-3	-11	-4	-6	-0.2	-18	-11	-13
11	COC(=O)c1ccc2nc(-c3ccc(C)cc3)c(Cc3ccc(OC)cc3C)n2c1	7	8	22*	4	-26	1	-5.9	-127	0	-86
12	CC(NC(=O)c1ccc(N2CCCC2)c([N+](=O)[O-])c1)c1ccc(S(N)(=O)=O)cc1 (stereo not given)	-14	-3	-3	5	4	-3	-0.2	-1	8	4
13	COc1cc(CCC(=O)OCC(=O)Nc2c(Cl)cccc2Cl)cc(OC)c1OC	2	6	1	8	0	-9	0.1	-6	3	0
14	CCOc1ccc2c(c1)[N+](C)(C)C(C)(C)C=C2C	-2	0	-2	4	0	-3	-0.4	2	5	0
15	COc1ccc(S(=O)(=O)N(C)c2ccc(C(=O)N3CCOCC3)cc2)cc1	1	-4	1	-3	-1	-1	0.5	2	5	0
16	COc1ccc(CCN2C(=O)c3[nH]nc(-c4ccccc4O)c3C2c2ccc(C)cc2)cc1OC (stereo not given)	-3	-1	-2	11	8	-5	-0.5	0	11	4
17	Cc1cccc(NC(=O)COc2ccc3c(c2)CCC3)n1	-1	5	2	-5	4	5	0.0	-5	-7	1
18	COc1ccc(/C=C/C(=O)Nc2ccccc2Cl)cc1S(=O)(=O)N1CCOCC1	6	3	4	-3	-9	-4	-0.7	-24	4	-7
19	COc1ccc(OCC(=O)N2CCN(S(=O)(=O)c3ccc4c(c3)OCCO4)CC2)cc1	1	-2	2	7	-4	-6	0.2	-3	-6	1
20	COc1ccc(C(=O)CN2C(=O)NC(C)(c3ccccc3)C2=O)cc1OC (stereo not given)	-7	0	0	-2	-7	-2	0.8	0	-5	-4
21	CC(Oc1ccccc1)C(=O)N1CCN(c2ccc(N3CCOCC3)nn2)CC1 (stereo not given)	-3	-9	2	2	-179	11	9.5	i	10	-475
22	Cc1cc(C)c2c(=O)[nH]c(SCc3ccc([N+](=O)[O-])cc3)nc2n1	0	1	-1	11	-1	-2	0.8	3	1	-3
23	CCCOc1ccc(C(C)=O)cc1CSCCC#N	-6	2	-4	6	-2	0	0.4	0	11	3
24	CCn1c(SCC(=O)Nc2ccc3[nH]c(=O)[nH]c3c2)nnc1-c1ccccc1	-5	5	0	2	-10	-6	0.2	-14	9	-1
25	O=C(NCCc1cccs1)C1CC(c2cccc(F)c2)=NO1 (stereo not given)	1	-2	5	-8	1	-3	-0.4	-1	1	3
26	COCCCn1c(=O)c2sccc2n2c(CCCC(=O)NCc3ccccc3)nnc12	-5	-2	1	0	1	-7	0.2	-4	-1	1
27	CN(Cc1ccccc1)S(=O)(=O)c1cn(C)cn1	1	5	0	4	1	8	-0.1	-4	9	0
28	Cc1ccc(Cn2c(=O)n(CCC(=O)NCc3ccc4c(c3)OCO4)c(=O)c3ccccc32)cc1	-4	7	-3	-12	0	-3	-0.4	3	-3	4
29	Cc1cccc(NC(=O)CSc2nnc(NC(=O)C3CC3)s2)c1C	5	6	5	-3	-3	4	-0.5	-4	-15	-1
30	Cc1nc2ncnn2c(N2CCN(C(=O)Cc3cccs3)CC2)c1C	-4	2	2	-3	0	4	-0.1	-2	2	0
31	COc1ccc(C(=O)NC(=S)N2CCNC(=O)C2CC(=O)OC(C)C)cc1 (stereo not given)	1	-2	-2	13	-1	7	-0.1	1	17	5
32	CCN(C(=O)c1cc2c(=O)n3ccccc3nc2s1)C1CCCCC1	-1	-5	-2	-6	-399	-10	12	i	10	i
33	CC(C)(C)N(NC(=O)NCCCl)C(=O)c1ccccc1Cl	1	3	1	.	1	-1	0.5	4	.	4
34	CC(=O)c1ccc(NC(=O)Nc2cccc(Cl)c2)cc1	-2	-7	-2	4	-2	-22	-0.5	-2	16	0
35	Cc1noc(C)c1C(=O)N1CCN(S(=O)(=O)c2cccs2)CC1	2	-5	10	-5	-4	-5	0.1	-4	-4	0
36	Cc1cc(-c2onc(C)c2C(=O)Nc2ccc(C(F)(F)F)cc2)no1	-3	2	2	6	-3	-1	-0.3	-1	0	2
37	COc1ccc(-c2coc3c(C(=O)Nc4cccc(C(C)=O)c4)cccc23)c(C)c1	-3	4	1	-4	-3	2	-0.5	1	7	-3
38	O=C1CC[C@H](O)CCN1[C@H](CSc1ccccc1)Cc1ccccc1	-3	-2	-1	-3	1	9	-0.5	3	4	3
39	NS(=O)(=O)c1ccc(CNC(=O)/C=C/c2ccc(Cl)c(Cl)c2)cc1	1	-1	1	7	6	-11	0.1	6	4	4
40	CCCN1CCN(CCCNC(=O)C(CC)n2nc(C)n3c(cc4occc43)c2=O)CC1 (stereo not given)	6	-2	4	9	-5	-5	-0.7	-12	11	-2

Records 32–40 from above:
item	SMILES	MBD2 inh	Tn7 DDE FP	UHRF1 binding	ASAP1 GAP inh	ADAM17 inh	Tn6 DDE FP	KLK7 zymogen act	PLCb3 inh	ARFGAP1 inh	PLC-gamma1 inh
32	CCN(C(=O)c1cc2c(=O)n3ccccc3nc2s1)C1CCCCC1	-1	-5	-2	-6	-399	-10	12	i	10	i
33	CC(C)(C)N(NC(=O)NCCCl)C(=O)c1ccccc1Cl	1	3	1	.	1	-1	0.5	4	.	4
34	CC(=O)c1ccc(NC(=O)Nc2cccc(Cl)c2)cc1	-2	-7	-2	4	-2	-22	-0.5	-2	16	0
35	Cc1noc(C)c1C(=O)N1CCN(S(=O)(=O)c2cccs2)CC1	2	-5	10	-5	-4	-5	0.1	-4	-4	0
36	Cc1cc(-c2onc(C)c2C(=O)Nc2ccc(C(F)(F)F)cc2)no1	-3	2	2	6	-3	-1	-0.3	-1	0	2
37	COc1ccc(-c2coc3c(C(=O)Nc4cccc(C(C)=O)c4)cccc23)c(C)c1	-3	4	1	-4	-3	2	-0.5	1	7	-3
38	O=C1CC[C@H](O)CCN1[C@H](CSc1ccccc1)Cc1ccccc1	-3	-2	-1	-3	1	9	-0.5	3	4	3
39	NS(=O)(=O)c1ccc(CNC(=O)/C=C/c2ccc(Cl)c(Cl)c2)cc1	1	-1	1	7	6	-11	0.1	6	4	4
40	CCCN1CCN(CCCNC(=O)C(CC)n2nc(C)n3c(cc4occc43)c2=O)CC1 (stereo not given)	6	-2	4	9	-5	-5	-0.7	-12	11	-2

(list continues)
item	SMILES	MBD2 inh	Tn7 DDE FP	UHRF1 binding	ASAP1 GAP inh	ADAM17 inh	Tn6 DDE FP	KLK7 zymogen act	PLCb3 inh	ARFGAP1 inh	PLC-gamma1 inh
41	CSc1ccccc1NC(=O)CN(C)CC(=O)Nc1ccc(Cl)cc1F	3	3	2	9	-3	-6	0.5	-3	-5	1
42	Fc1ccc2c(c1)C1C=CCC1C(c1cc3c(cc1Br)OCO3)N2 (stereo not given)	-4	-5	3	10	-4	-6	0.3	0	9	2
43	CCC(C)(C)C1CCc2[nH]nc(C(=O)NCCNC(=O)OC(C)(C)C)c2C1 (stereo not given)	-9	1	3	-2	3	7	-0.4	4	13	3
44	COCCNC(=O)c1cccc(C)c1[N+](=O)[O-]	-2	1	1	0	-1	-1	-0.7	3	-2	8
45	Cc1cccc(C2=NN(c3ccccc3)[C@@H](C(=O)N3CCOC3=O)[C@@H]2c2ccccc2)c1	0	-10	0	11	-62	-6	-208	i	-6	-397
46	N#Cc1ccccc1	-6	3	-2	0	0	-2	0.7	1	-1	2
47	Cc1onc(-c2ccccc2)c1C(=O)Nc1cccc(OC(C)C)c1	2	11	-3	1	2	-2	0.1	0	7	1
48	Cc1ccc(NC(=O)CN(C)C(=O)CSc2nccn2C)cc1	4	-3	4	-10	3	-17	-0.4	7	-8	14*
49	O=C(Nc1nc2c(F)cc(F)cc2s1)c1ccc([N+](=O)[O-])o1	-3	-1	-2	2	0	7	0.3	2	-9	2
50	Cc1noc(C)c1CSCC(=O)Nc1nc2c(F)cc(F)cc2s1	1	1	4	-5	2	-2	-0.3	-22	-5	-8

PLC-gamma1 inh, entries above that show a hit
| nr | mol | MBD2 inh | ASAP1 GAP inh | ADAM17 inh | Tn6 DDE FP | KLK7 zymogen act | PLCb3 inh | ARFGAP1 inh | PLC-gamma1 inh |
| --- | --- | --- | --- | --- | --- | --- | --- | --- | --- |
| 48 | Cc1ccc(NC(=O)CN(C)C(=O)CSc2nccn2C)cc1 | 4 | -10 | 3 | -17 | -0.4 | 7 | -8 | 14* |
